Source: PubChem (several laboratories)
HCV NS3 hel inh = blocks Hepatitis C virus NS3 helicase unwinding; NS3 helicase DNA unwinding, Cy5 molecular beacon fluorescence; inhibition, % at 10.9 µM; 290,000 compounds, 0.56% hits; AID 1800;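 active = inhibition above the mean of all tested compounds plus 3 SD, set per campaign, cut at about 35% in these data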;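 also: 0% = DMSO wells and 100% = thioflavine S control wells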
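Assay system: hepatitis C virus NS3 helicase domain fragment enzyme. Also added: annealed dual-labelled DNA beacon duplex, ATP-started. Timing: 1 h reaction at 25 °C, ATP-initiated. Technique: Cy5 fluorescence at 0 and 60 min, beacon hairpin quenching. Evaluation: % inhibition of unwinding. Replication: one well per compound.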
p-CIP stab down = lowers stability of the mouse p/CIP coactivator protein; decrease of EGFP signal, % at 10 µM; F442A p/CIP-EGFP cells, EGFP fluorescence, 16 h; AID 1984; 290,000 compounds, 0.01% hits; Q05BA5;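 active = EGFP signal decrease of at least 30% at 10 µM or well 3 SD below plate mean, unless failing retest; inactive = the rest, including hits failing retest or dose response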; also: some compounds called inactive have numbers as strong as hits; many of its hits are not listed in these tables
IDE inh = inhibitors of human insulin-degrading enzyme in cells; P14735; HEK cells, FAbetaB cleavage, fluorescence polarization; inhibition, % at 5.59 µM; 320,000 compounds, 0.41% hits; AID 434962;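 active = percent inhibition above the average of all tested compounds plus 3 SD, set per screening campaign, cut at about 16% in these data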;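 also: IDE supplied by intact live HEK cells; FP after avidin binding of uncleaved biotin substrate so inhibition keeps polarization high; 0% = DMSO wells and 100% = 60 µM reference IDE inhibitor Ii1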
VIM-2 inh = blocks Pseudomonas aeruginosa VIM-2 metallo-beta-lactamase; 290,000 compounds, 0.89% hits; purified VIM-2, nitrocefin hydrolysis, epi-absorbance fluorescence; inhibition, % at 5.6 µM;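 active = inhibition above the mean of all tested compounds plus 3 SD, cutoff set per screening run, cut at about 7.5% in these data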;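 also: red hydrolysis product quenches plate fluorescence so inhibitors raise well fluorescence; 0% = enzyme with DMSO and 100% = DMSO without enzyme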
GalR3 antag = antagonists of human GalR3. O60755. HEK293 GalR3-CNG cAMP membrane potential fluorescence; galR3 body fused to GalR1 C-terminus. inhibition, % at 3 µM. 360,000 compounds, 0.44% hits. AID 651719;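 active = inhibition above the screen-wide average plus 3 SD, cut at about 13% in these data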;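 also: forskolin and galanin both at EC90 stimulate the cells; cAMP rise reported by CNG channel membrane potential dye signal; 0% = forskolin plus galanin with DMSO and 100% = forskolin alone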
Target sequence (O60755 1-299 limits assumed): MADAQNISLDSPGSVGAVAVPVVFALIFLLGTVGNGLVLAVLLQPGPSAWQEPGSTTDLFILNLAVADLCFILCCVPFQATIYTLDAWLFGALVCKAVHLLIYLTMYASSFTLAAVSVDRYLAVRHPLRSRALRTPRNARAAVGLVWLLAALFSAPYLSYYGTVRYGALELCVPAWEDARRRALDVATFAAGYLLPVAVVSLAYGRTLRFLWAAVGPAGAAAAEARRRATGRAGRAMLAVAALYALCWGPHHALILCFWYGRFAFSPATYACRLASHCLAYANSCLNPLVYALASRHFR
IMP-1 inh = inhibitors of Pseudomonas aeruginosa IMP-1 metallo-beta-lactamase; 290,000 compounds, 0.45% hits; inhibition, % at 5.6 µM; purified IMP-1, nitrocefin hydrolysis, epi-absorbance fluorescence; AID 1556;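 active = inhibition above the mean plus 3 SD of all compounds in the same screening run, cut at about 4.5% in these data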;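 also: 0% = IMP-1 with DMSO and 100% = DMSO wells lacking enzyme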
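System: purified IMP-1; amount: IMP-1 0.2 nM before substrate addition; compound: single dose, 5.6 µM; times: 25 °C, 15 min preincubation, 25 min reaction; signal: Epi-absorbance via hydrolysed-nitrocefin quenching of white-plate fluorescence, 480/530 nm, EDTA stop; benchmarks: DMSO with and without IMP-1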
IDE cell activ = boosts human insulin-degrading enzyme activity in HEK cells. P14735. FAbeta-B cleavage, fluorescence polarization; 0% vehicle, 100% cell-free pure enzyme wells. activation, % at 5.96 µM. 340,000 compounds, 0.073% hits;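 active = activation above the mean of all tested compounds plus 3 SD, set per screening campaign, cut at about 17% in these data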
CRFR2-BP antag = antagonists of CRF-binding protein/CRF-R2 receptor complex; 350,000 compounds, 0.59% hits; inhibition, % at 11.8 µM; HEK293 CRF-R2/CRF-BP, CRF-induced calcium fluorescence;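 active = inhibition of the ligand-induced calcium signal above about 50% at the single tested concentration, limit read from the data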
UBC9 SUMO inh = inhibitors of human SUMOylation (UBC9). HTRF SUMOylation assay, SAE1/SAE2 + UBC9, in vitro. AID 2006. 290,000 compounds, 0.36% hits. inhibition, % at 35 µM. P63279; in the data active = inhibition above about 50%, passing the limit was not always enough; also: strong numbers were not always called active
Target sequence (P63279 whole entry, looked up): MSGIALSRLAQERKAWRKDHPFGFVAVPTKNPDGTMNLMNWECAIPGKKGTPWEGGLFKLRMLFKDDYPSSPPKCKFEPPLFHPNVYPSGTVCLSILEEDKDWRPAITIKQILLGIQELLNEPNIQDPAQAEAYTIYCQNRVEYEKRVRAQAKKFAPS
The depositor's hits bear a star; . = no result given.

no.	smiles	HCV NS3 hel inh	p-CIP stab down	IDE inh	VIM-2 inh	GalR3 antag
1	COCCNC(=O)COc1ncnc2scc(-c3ccc(F)cc3)c12	12	-10	6	-2.2	-7
2	CCOC(=O)C1=C(C)N(CCCCCC(=O)O)C(=O)NC1c1ccc([N+](=O)[O-])cc1 (stereo not drawn)	5	-9	1	-0.2	-7
3	COc1ccc(-n2c(Cc3ccccc3)nnc2SCc2ccc([N+](=O)[O-])cc2)cc1	-21	2	-2	-3.3	-5
4	O=C1C(c2ccncc2)N(CCC2=CCCCC2)C(=O)CN1C1CCCCC1 (stereo not drawn)	6	-3	-1	-2.8	1
5	CC(NS(=O)(=O)c1ccc(Br)cc1)C(c1cccs1)N1CCOCC1 (stereo not drawn)	-8	-9	-2	-1.9	.
6	COc1cccc(/C=N/N2CCN(C)CC2)c1	5	-2	-1	-2.2	-1
7	O=C(COC(=O)CCc1ccccc1)Nc1ccc(F)cc1Cl	11	16	4	1.4	-9
8	CC(C)(C)NC(=O)C1CN(S(=O)(=O)c2ccccc2)CCN1S(=O)(=O)c1ccccc1 (stereo not drawn)	-15	-7	2	-3.1	-3

no.	IMP-1 inh	IDE cell activ	CRFR2-BP antag	UBC9 SUMO inh
1	-1.5	1	0	2
2	-1.9	6	-5	-14
3	-3.1	4	13	-5
4	-5.4	-2	-32	-22
5	-0.8	-2	-6	19
6	-2.7	3	-1	-6
7	-1.4	10	0	-4
8	-1.6	-3	7	-1

(further entries)
no.	smiles	HCV NS3 hel inh	p-CIP stab down	IDE inh	VIM-2 inh	GalR3 antag
9	Cc1noc(/C=C/N(C)C)c1S(=O)(=O)N1CCCC(C(=O)Nc2ccc3c(c2)OCO3)C1 (stereo not drawn)	12	-4	1	0.0	.
10	O=c1c2cc(Br)ccc2[nH]c(=S)n1Cc1ccccc1	-7	-1	1	-4.4	-11
11	O=C(CCN1C(=O)/C(=C/c2ccccc2Cl)SC1=S)NC1CCCC1	8	-13	0	1.6	-4
12	N#CCCn1cc(C=O)c(-c2cccs2)n1	-4	-2	5	-2.6	1
13	COc1ccc(S(=O)(=O)Nc2ccccc2C(=O)NN2CCOCC2)cc1OC	.	.	8	.	-2
14	O=C(Nc1cccc(F)c1)C1CCCN(S(=O)(=O)c2ccccc2)C1 (stereo not drawn)	-4	-12	-3	-0.5	-1
15	COC(=O)c1ccccc1NC(=O)CSc1nnc(-c2ccc(OC)cc2)n1C	1	-1	3	1.6	-4
16	Cc1cc2c3c(c1)C(C)CC(C)(C)N3C(=O)C2=O (stereo not drawn)	11	-4	-3	-4.2	-1

no.	IMP-1 inh	IDE cell activ	CRFR2-BP antag	UBC9 SUMO inh
9	-3.5	-5	-9	16
10	-2.5	5	-3	-11
11	-0.5	-1	5	8
12	-3.6	1	-7	4
13	.	3	5	.
14	-0.3	0	-16	18
15	-3.2	6	16	0
16	-3.6	-2	1	28

Carrying on:
no.	smiles	HCV NS3 hel inh	p-CIP stab down	IDE inh	VIM-2 inh	GalR3 antag
17	COc1ccccc1C(O)(C(=O)NNc1ccccc1C)c1ccccc1OC	5	-9	-7	-1.6	-1
18	CCc1ccc(OCC(=O)Nc2ccc(S(=O)(=O)N3CCOCC3)cc2)cc1	.	.	7	.	-3
19	O=C(O)C1C(c2ccccc2)C(C(=O)N2CCOCC2)C1c1ccccc1 (stereo not drawn)	-8	-13	4	-1.3	-5
20	CC1CC(C)CN(CCCNC(=O)C2CCCN(c3nnc(N4CCCC4=O)s3)C2)C1 (stereo not drawn)	29	-14	2	1.8	-4
21	Cc1oc(/N=C/c2cccc([N+](=O)[O-])c2)c(C#N)c1C	15	-2	11	-1.8	-6
22	COC(=O)[C@@H](NC(=O)c1ccc2c(c1)S(=O)(=O)c1ccccc1C2=O)C(C)C	4	-10	2	2.0	-9
23	COc1ccc(C(=O)C[n+]2ccc3ccccc3c2C)cc1	-13	-11	-2	-1.9	0
24	c1ccc(Cn2c3ccccc3c3nnc(SCCN4CCCCC4)nc32)cc1	-17	-2	1	27*	-3

no.	IMP-1 inh	IDE cell activ	CRFR2-BP antag	UBC9 SUMO inh
17	-2.3	7	-14	28
18	.	0	-24	.
19	-3.4	1	-11	-1
20	-0.2	5	-118	4
21	-4.5	-1	0	2
22	1.0	3	7	0
23	-5.7	-4	-1	5
24	-2.4	.	-27	22

Continuation:
no.	smiles	HCV NS3 hel inh	p-CIP stab down	IDE inh	VIM-2 inh	GalR3 antag
25	Cc1ccc(/C(N)=N/OC(=O)c2ccc(Cl)cc2Cl)cc1	-6	6	7	-2.3	0
26	Cc1nc(-c2ccc(NC(=O)c3ccccc3Br)cc2)cs1	-1	-34	-2	-4.1	-2
27	COC(=O)c1ccc(CN2CCN(C(C)C)C(CCO)C2)cc1 (stereo not drawn)	3	-2	3	-3.3	6
28	O=C(CCC(=O)N1CCc2ccccc2C1)NCCc1ccc(Cl)cc1	5	-10	-1	-1.1	-7
29	OCCSc1c(F)c(SCCO)c(SCCO)c(F)c1SCCO	3	-15	4	-3.4	-5
30	O=C(c1ccc2snnc2c1)N1CCCCC1	10	1	0	-1.8	-4
31	CCCCN(CC)C(=O)CSc1nc2ccccc2c(=O)n1CC1COc2ccccc2O1 (stereo not drawn)	6	1	3	-2.0	-3
32	O=C(CC1SC(N2CCOCC2)=NC1=O)Nc1ccccc1F (stereo not drawn)	.	.	-3	.	-4

no.	IMP-1 inh	IDE cell activ	CRFR2-BP antag	UBC9 SUMO inh
25	-2.3	-4	7	-19
26	-2.7	-2	-3	18
27	-2.2	-1	15	-15
28	-3.1	4	8	13
29	-3.7	-3	1	12
30	-2.2	0	-6	6
31	-2.2	3	42	-28
32	.	1	1	.

Overlap with the part before: three entries; new compounds follow.
no.	smiles	HCV NS3 hel inh	p-CIP stab down	IDE inh	VIM-2 inh	GalR3 antag
30	O=C(c1ccc2snnc2c1)N1CCCCC1	10	1	0	-1.8	-4
31	CCCCN(CC)C(=O)CSc1nc2ccccc2c(=O)n1CC1COc2ccccc2O1 (stereo not drawn)	6	1	3	-2.0	-3
32	O=C(CC1SC(N2CCOCC2)=NC1=O)Nc1ccccc1F (stereo not drawn)	.	.	-3	.	-4
33	CN(C)S(=O)(=O)c1cccc(NC(=O)NCCCl)c1	-10	5	0	-1.5	2
34	COc1ccccc1CN(Cc1nc2ccccc2c(=O)[nH]1)S(=O)(=O)c1ccc2ccccc2c1	16	3	8	-2.5	2
35	NC(=O)CSc1nnnn1CC(CC(=O)O)c1ccccc1 (stereo not drawn)	14	-1	-3	0.2	-2
36	O=C(NCc1cccnc1)c1ccc(COc2ccccc2Br)o1	3	-11	2	-1.5	-5
37	COc1cccc(/C=C2\SC(=S)N(c3cccnc3)C2=O)c1OC	6	5	-3	-0.3	4
38	CC(=O)c1cn(N(C)c2ncc(C(F)(F)F)cc2Cl)c(=O)[nH]c1=O	-1	7	2	-0.8	-8
39	CC(=O)Nc1ccc(-c2nnn(CC(=O)Nc3ccc4c(c3)OCO4)n2)cc1Cl	-24	-12	-2	-0.6	-4
40	O=C(O)c1cccc(S(=O)(=O)N2Cc3ccccc3C2)c1	1	8	2	1.2	-3

no.	IMP-1 inh	IDE cell activ	CRFR2-BP antag	UBC9 SUMO inh
30	-2.2	0	-6	6
31	-2.2	3	42	-28
32	.	1	1	.
33	-2.4	10	-25	23
34	-3.7	1	-38	-20
35	-1.5	4	-4	-11
36	-1.6	-6	11	2
37	-2.2	-1	-23	-8
38	-2.5	.	-12	12
39	-0.5	1	17	13
40	-0.4	1	-4	-20

Some of the entries so far, with values under each structure:
The line under a structure holds: HCV NS3 hel inh, p-CIP stab down, IDE inh, VIM-2 inh, GalR3 antag, IMP-1 inh, IDE cell activ, CRFR2-BP antag, UBC9 SUMO inh
37: COc1cccc(/C=C2\SC(=S)N(c3cccnc3)C2=O)c1OC
 : 6, 5, -3, -0.3, 4, -2.2, -1, -23, -8
38: CC(=O)c1cn(N(C)c2ncc(C(F)(F)F)cc2Cl)c(=O)[nH]c1=O
 : -1, 7, 2, -0.8, -8, -2.5, ., -12, 12

Next results follow:
no.	smiles	HCV NS3 hel inh	p-CIP stab down	IDE inh	VIM-2 inh	GalR3 antag
41	CCOC(=O)/C(=N\Nc1cccc(C(F)(F)F)c1)N1CCOCC1	0	-2	2	-1.2	-7
42	CC(C)C(NC(=O)c1ccco1)C(=O)NCC(c1ccco1)N(C)C (stereo not drawn)	3	-5	-1	-2.3	-5
43	O=C(COc1cccnc1[N+](=O)[O-])Nc1ccc2c(c1)CCC2	-8	-7	7	-1.5	-3
44	O=C(Nc1ccc(Cn2nnc3ccccc32)cc1)c1ccco1	5	-19	1	-3.1	-3
45	COc1ccc(Cl)cc1NC(=O)CN(C)C(=O)c1cc(=O)c2ccccc2o1	.	.	1	.	-4
46	CN1CCCC(OC(=O)c2cccc(Cl)c2)C1 (stereo not drawn)	0	-10	3	-1.7	-1
47	CN(C)Cc1ccccc1C1(O)c2ccccc2CSc2ccccc21 (stereo not drawn)	-22	-9	1	-3.0	7
48	Cc1ccc2c(c1)C1CN(C)CCC1N2C(=O)c1ccccc1NS(=O)(=O)c1ccc(F)cc1C (stereo not drawn)	-39	-13	1	0.5	2

no.	IMP-1 inh	IDE cell activ	CRFR2-BP antag	UBC9 SUMO inh
41	-4.4	-2	-5	-27
42	-2.3	-1	7	24
43	-1.8	1	-11	11
44	-2.4	2	25	24
45	.	3	-7	.
46	-1.2	2	3	-5
47	-4.1	3	11	-11
48	-2.2	-3	6	7

(list continues)
no.	smiles	HCV NS3 hel inh	p-CIP stab down	IDE inh	VIM-2 inh	GalR3 antag
49	Cc1c(NC(=O)C(C)OC(=O)c2c3c(nc4ccccc24)CCC(C)C3)c(=O)n(-c2ccccc2)n1C (stereo not drawn)	.	.	-1	.	-2
50	C=CCOc1ccc(/C=N/NC(=O)C2CCCC2)cc1OCC	-6	-7	.	-2.1	-2
51	Cc1ccc(NC(=O)COc2cccc3ccc(C)nc23)c(Br)c1	3	-6	3	-1.7	-5
52	COc1ccc(N2CCN(C(=O)c3csc4ccccc34)CC2)cc1	-3	-5	3	-3.1	-7
53	NNC(=O)c1cnn(-c2ccccc2)c1-n1cccc1	-8	-13	6	-5.2	-5
54	COc1ccc(CCNC(=O)C2CC(c3cccc(F)c3)=NO2)cc1 (stereo not drawn)	.	1	-3	.	-3
55	COC(=O)c1sccc1NC(=O)CSc1ccccc1NS(=O)(=O)c1ccccc1Cl	-3	-4	3	-0.4	-3
56	COc1ccc(-c2cc(C(=O)NCC3CCCO3)c3ccccc3n2)c(OC)c1 (stereo not drawn)	21	-14	1	-3.4	-7
57	NC1(C(=O)O)CC1	.	.	0	.	-1
58	Cc1cc(C(=O)N(C)Cc2ccc(Br)cc2)no1	4	-9	2	-2.3	-3

no.	IMP-1 inh	IDE cell activ	CRFR2-BP antag	UBC9 SUMO inh
49	.	8	0	.
50	-3.2	-1	-2	1
51	-1.5	0	-36	7
52	-4.2	1	119*	-6
53	-4.3	0	-1	5
54	.	4	-3	18
55	-2.3	1	6	-3
56	-1.9	0	-1	15
57	.	4	-3	.
58	-1.4	4	7	4
